Assay outcomes: PubChem, several laboratories
HTRA1 inhibitor = inhibitors of human serine peptidase HTRA1; 340,000 compounds, 0.5% hits; Q92743; inhibition, % at 5.96 µM; recombinant HTRA1, FP-rhodamine activity-based probe, fluorescence polarization; in the data active means inhibition above about 36%;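 further: 0% = enzyme with DMSO and 100% = wells lacking enzyme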
NPR1 activator = GC-A (human) enzyme activation | activation, % at 10 µM | P16066 | HEK293 GC-A cells, cGMP TR-FRET, EC30 ANP; 0% at EC30 ANP, 100% saturating ANP | 370,000 compounds, 0.14% hits; in the data active means activation above about 40%
ABHD4 inh = inhibits mouse alpha/beta hydrolase domain 4 | AID 720543 | 370,000 compounds, 0.54% hits | Q8VD66 | inhibition, % at 8.92 µM | purified mABHD4, FP-Rh probe fluorescence polarization;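 active means inhibition exceeding the mean over every tested compound plus 3 SD, cut at about 30% in these data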;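 further: 0% = plate median of compound wells and 100% = S159A mutant with DMSO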
Target sequence (Q8VD66 whole entry, looked up, the tested form may be a part): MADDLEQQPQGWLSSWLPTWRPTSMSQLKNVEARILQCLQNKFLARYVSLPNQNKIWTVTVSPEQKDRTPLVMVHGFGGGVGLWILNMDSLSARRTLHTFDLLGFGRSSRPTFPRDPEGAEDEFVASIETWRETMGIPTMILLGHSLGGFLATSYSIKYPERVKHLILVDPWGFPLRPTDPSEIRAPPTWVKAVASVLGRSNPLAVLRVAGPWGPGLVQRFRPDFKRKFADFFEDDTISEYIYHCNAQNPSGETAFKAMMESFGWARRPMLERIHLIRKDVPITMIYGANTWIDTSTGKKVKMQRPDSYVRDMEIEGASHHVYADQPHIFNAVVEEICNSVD
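Doses – 8.92 µM, single dose · Material – wild-type mouse ABHD4 protein · Replication – single well per compound (singlicate) · Measure – percent inhibition of probe binding, normalized to plate controls · Schedule – 45 min compound pre-incubation plus 60 min probe step, 25 °C · Detection – fluorescence polarization with parallel and perpendicular emission, 525/598 nm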
SMARCA2 act = increases SMARCA2 function in MMTV reporter cells; MG213 cells, MMTV-luciferase reporter, dexamethasone, overnight; activation, % at 9.1 µM; 370,000 compounds, 1% hits; AID 652017; in the data active means activation above about 7.8%;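 further: 0% = vehicle wells and 100% = reference activator wells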
ARFGAP1 inhibitor = rat ARFGAP1 inhibition. Arfgap1-stimulated ARF1 GTP hydrolysis, GDP FP detection. inhibition, % at 16.5 µM. 360,000 compounds, 0.26% hits;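 active means inhibition above a per-plate limit, mean inhibition of low control wells plus 3 SD, cut at about 25% in these data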;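 further: 0% = DMSO wells with enzyme and 100% = wells lacking Arfgap1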
Target sequence (Q62848 1-136 limits assumed): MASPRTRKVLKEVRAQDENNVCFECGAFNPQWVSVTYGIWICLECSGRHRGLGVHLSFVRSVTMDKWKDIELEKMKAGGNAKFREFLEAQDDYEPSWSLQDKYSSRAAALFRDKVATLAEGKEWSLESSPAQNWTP
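System: truncated rat Arfgap1 GAP domain / Medium: HEPES-based buffer, pH 7.5 / Also added: N-terminally truncated human ARF1-GTP substrate / Incubation: enzyme reaction 120 min at 25 °C after 20 min preincubation / Measured by: FP of antibody-bound GDP Alexa 633 tracer, ex 620/em 688 nm / Replicates: singlicate, each compound tested once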
PG9 Ab binder = binds the HIV-1 gp120 antibody PG9; 360,000 compounds, 0.43% hits; TR-FRET gp120-PG9 antibody binding; inhibition, % at 6.7 µM; AID 624416; in the data active means inhibition above about 8.5%
rCAG RNA binder = binds r(CAG) RNA repeats; r(CAG) RNA repeat, TO-PRO-1 dye displacement fluorescence; inhibition, % at 3 µM; 370,000 compounds, 1.3% hits;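 active means inhibition above the plate cutoff, the mean of all test compounds on that plate plus 3 SD, cut at about 35% in these data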;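 further: 0% = DMSO alone and 100% = 100 µM mitoxantrone as full dye displacement; higher means more dye released from RNA so lower well fluorescence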
GC-B act = GC-B (human) receptor activation | P20594 | HEK293-GC-B cells, CNP EC30, cGMP TR-FRET; 0% at EC30 CNP, 100% saturating CNP | activation, % at 10 µM | 370,000 compounds, 0.11% hits | AID 1920062;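 active means activation at 10 µM reaching about 35% in either raw or pattern-adjusted values, limit read from the data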
Rev-erbA mod = modulates human Rev-erb alpha binding to DNA | 370,000 compounds, 0.79% hits | P20393 | activity, % at 10 µM | Rev-erbα–FITC-DNA binding, fluorescence polarization, 90 min | AID 1259318;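 active means activity above about 14%, limit read from the data; passing the limit was not always enough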;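 further: 0% = DMSO wells with 35 nM protein and 100% = DMSO wells with 750 nM protein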
ASAP1 inh = ASAP1 ArfGAP inhibition. Q9ULH1. ASAP1-stimulated ARF1 GTP hydrolysis, GDP FP detection. inhibition, % at 16.5 µM. 360,000 compounds, 0.19% hits; in the data active means inhibition above about 25%;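 further: 0% = vehicle with enzyme and substrate and 100% = no enzyme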
Target sequence (Q9ULH1 325-724 limits assumed): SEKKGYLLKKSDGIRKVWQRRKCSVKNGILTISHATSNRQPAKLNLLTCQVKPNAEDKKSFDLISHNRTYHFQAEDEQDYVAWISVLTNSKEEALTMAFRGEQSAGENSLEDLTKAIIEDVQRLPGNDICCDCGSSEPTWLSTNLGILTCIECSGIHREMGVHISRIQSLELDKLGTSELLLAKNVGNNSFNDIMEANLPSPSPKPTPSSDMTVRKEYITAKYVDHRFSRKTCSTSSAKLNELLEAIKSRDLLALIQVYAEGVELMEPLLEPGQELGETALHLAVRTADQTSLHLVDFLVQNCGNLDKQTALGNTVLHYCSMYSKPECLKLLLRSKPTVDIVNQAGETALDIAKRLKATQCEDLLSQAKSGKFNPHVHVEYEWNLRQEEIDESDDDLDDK
* = called active by the depositor; x = not tested or not shown.

SMILES | HTRA1 inhibitor | NPR1 activator | ABHD4 inh | SMARCA2 act | ARFGAP1 inhibitor | PG9 Ab binder | rCAG RNA binder | GC-B act | Rev-erbA mod | ASAP1 inh
CN1CCN(c2ccc(-c3cc(NC=O)c4ncc(-c5ccc(F)cc5)n4c3)cc2)CC1 | x | -2 | 6 | 10* | -2 | -2.6 | 10 | -2 | 1 | 5
COc1ccc(-n2nc(C(=O)NCC(=O)NCc3ccco3)c3ccccc3c2=O)cc1 | 4 | 1 | 4 | -3 | -7 | 0.2 | -1 | -2 | -2 | -3
Cc1c(NC(=O)CN(C)CC(=O)Nc2ccc(F)c(F)c2F)c(=O)n(-c2ccccc2)n1C | 3 | 7 | 3 | 0 | 11 | -0.9 | 2 | 2 | 2 | 6
O=C(O)c1cc(S(=O)(=O)N2CCN(S(=O)(=O)c3ccc4ccccc4c3)CC2)ccc1Br | 0 | -4 | 15 | -4 | -7 | 0.2 | 53* | 1 | -3 | 3
O=C(CSCc1ccc(Cl)cc1)N/N=C/c1ccc(Cl)cc1Cl | 4 | -5 | 4 | -3 | -2 | 1.2 | -1 | 0 | 12 | 10
COC(=O)c1ccc(Oc2c(Cl)cccc2[N+](=O)[O-])cc1 | -5 | -2 | 0 | 6 | -2 | -0.6 | -3 | 1 | 0 | 2
Cc1ccc(NC(=S)NC(=O)c2c(-c3ccccc3Cl)noc2C)cc1 | -33 | 2 | -16 | -2 | 6 | 0.3 | -4 | -2 | 5 | 2
COc1cc(C=NNc2ccc(S(=O)(=O)Nc3ccccc3C(=O)O)cc2[N+](=O)[O-])ccc1O | 49* | -4 | 64* | 1 | -5 | -4.8 | 90* | -1 | 17 | 11
Cc1cc(N2CCCC2=O)cc(C)c1S(=O)(=O)NCCOc1ccccc1 | 1 | -7 | -10 | -3 | -3 | 1.4 | -3 | 4 | 2 | 3
CN(CCc1ccccn1)C(=O)CCC1CCCN(C(=O)NC2CCCCC2)C1 (configuration not stated) | 4 | 2 | -2 | 2 | -9 | -0.7 | -10 | -1 | 3 | 7
C=CCN1C(=O)C(O)(CC(=O)c2ccc(N)cc2)c2ccccc21 (configuration not stated) | 2 | 7 | 0 | 0 | 2 | -0.2 | 5 | 4 | 7 | -5
CSCCc1nc(SCC(=O)Nc2nnc(C)s2)[nH]c1C | -1 | -2 | 3 | 1 | 13 | -0.8 | -2 | -3 | -2 | -11
CNC(=O)COC(=O)CCC(=O)c1cccs1 | 1 | -3 | 4 | -3 | -1 | 1.2 | 1 | 2 | -1 | 20
COc1ccc(CCNC(=O)c2cccc(NC3=NC4CS(=O)(=O)CC4S3)c2)c(OC)c1 (configuration not stated) | -2 | 2 | -7 | -2 | 8 | 0.8 | 6 | -5 | 7 | -7
CC1CCCCC1NC(=O)C1CCC(CNS(=O)(=O)c2ccc3c(c2)C(C)(C)C(=O)N3C)CC1 (configuration not stated) | x | 1 | 5 | -2 | -8 | 0.5 | 0 | 0 | -2 | 4
COCCOC(=O)c1c(C)n(C)c2ccc(OC(=O)c3ccco3)cc12 | 0 | 1 | -2 | -4 | -8 | -3.7 | -3 | 3 | -1 | 0
Cc1ccc(C2c3c(oc4ccccc4c3=O)C(=O)N2c2nnc(C(C)C)s2)o1 (configuration not stated) | 6 | 0 | 4 | 2 | -2 | -1.1 | 7 | 0 | 9 | -13
O=C(c1ccc(Br)o1)N1CCN=C1SCc1cccnc1 | 0 | 3 | -2 | 2 | -6 | -1.4 | 1 | 8 | -1 | 7
CC1=CC2=NC(=O)/C(=C/c3cccs3)C(=N)N2O1 | -5 | -3 | -1 | -2 | -7 | -2.1 | -2 | -1 | 10 | 5
COC(=O)[C@@]1(Cc2ccc(F)cc2)[C@H]2c3cc(C(=O)N4CCCC4)n(C)c3C[C@H]2CN1C(=O)c1ccccc1 | x | -2 | -3 | -4 | -12 | 1.7 | 4 | -4 | -2 | -4
CCCN(CCC)C(=O)c1c(C)[nH]c(C(=O)OCC)c1C | x | 2 | -1 | -1 | 4 | -0.5 | -1 | -2 | -4 | 1
CC1CCC2(CC1)SCC(=O)N2c1ccccc1 (configuration not stated) | -2 | -1 | 0 | -3 | -1 | 1.1 | -7 | -1 | -2 | 1
O=C(Cc1ccc(-n2c(=O)[nH]c3ccccc3c2=O)cc1)N1CCN(c2cccc(Cl)c2)CC1 | -18 | -3 | 1 | 0 | 8 | 0.7 | -1 | -4 | -3 | 2
CCN(C[C@H]1N[C@@](C)(C(=O)OC)[C@H]2C(=O)N(Cc3ccccc3)C(=O)[C@@H]12)S(=O)(=O)c1ccccc1 | 1 | -2 | 9 | -4 | -2 | -0.2 | -1 | 0 | -4 | -19
NS(=O)(=O)c1ccc(-n2nc(C(=O)O)cc2-c2ccc(Cl)cc2)cc1 | 2 | -1 | 0 | -3 | 1 | -2.0 | 3 | -6 | 0 | -11
COc1ccc(CNc2nc(-c3ccccc3)nc3ccccc23)cc1OC | -69 | 6 | 4 | -3 | 13 | -0.7 | 3 | 6 | 2 | 6
CCn1c(SCC(=O)Nc2ccc(C)cc2)nc2nc3c(cc2c1=O)COC(C)(C)C3 | -55 | -1 | 2 | -1 | -4 | 0.2 | -3 | -1 | 4 | 5
COc1ccc(C(c2nnnn2C2CCCC2)N2CCC(C)CC2)c(OC)c1 (configuration not stated) | -7 | -15 | -1 | 0 | 13 | -2.2 | -9 | -15 | -1 | -7
CCCCC1CCC(C(=O)NCc2ccc3c(c2)OCO3)CC1 (configuration not stated) | 0 | 3 | 1 | -4 | 7 | -0.4 | 1 | 2 | -1 | 6
COC(=O)c1c(C(=O)NCc2ccccc2)ncn1CC(O)COc1ccccc1 (configuration not stated) | 3 | -2 | -6 | 0 | -2 | -2.2 | -7 | -14 | 0 | 18
CN(C(=O)CSc1ncnc2scc(-c3ccccc3)c12)C1CCS(=O)(=O)C1 (configuration not stated) | 0 | 4 | -1 | -5 | 6 | -0.7 | -2 | -2 | -1 | 13
C#CC[N+]1(CC#Cc2cccc3ccccc23)CCOCC1 | x | 2 | 3 | 2 | 2 | 0.8 | -3 | 3 | -6 | -8
O=C(CNC(=O)c1ccc(Br)cc1)OC1CCOC1=O (configuration not stated) | 6 | 27 | 5 | 0 | 1 | -1.3 | 0 | 6 | -7 | 1
CC(=O)Nc1ccc(S(=O)(=O)Nc2ccc(Cl)nn2)cc1 | 1 | 5 | -1 | -2 | -5 | 0.0 | -2 | 0 | -5 | -8
CCCOc1ccc(OCCOCCN2CCc3ccccc3C2)cc1 | -2 | 3 | 11 | -1 | -9 | -1.9 | -11 | -1 | 0 | 8
Cc1cc2nc(C3CCN(Cc4nnnn4Cc4ccccc4)CC3)[nH]c2cc1C | 0 | -4 | -6 | 2 | 6 | -0.9 | -4 | -4 | -2 | 10
O=C(c1cnc2n(c1=O)CCS2)N(c1ccccc1)C1CCCCC1 | -2 | -9 | -2 | -2 | 0 | -1.4 | -2 | -8 | 2 | 9
COc1ccc(Cl)cc1NS(=O)(=O)c1c(C)[nH]c(=O)[nH]c1=O | 8 | 0 | 2 | 0 | -10 | -1.5 | -1 | 6 | -5 | 15
CCOc1cccc(-c2c(C(=O)N/N=C(\C)c3cccnc3)nnn2-c2nonc2N)c1 | -11 | -2 | -13 | 0 | 0 | -3.6 | 2 | 0 | 1 | -5
Cc1ccc(C(=O)COc2ccccc2-c2ccccc2)cc1C | -1 | -1 | 6 | -3 | 3 | -0.3 | -4 | -4 | 6 | 13
Cc1cccc(-c2ccc3[nH]c4c(c3c2)CCN2C[C@@H]([C@H](C)O)[C@@H](N(C)C(=O)NC3CCCCC3)C[C@@H]42)c1 | -34 | 5 | 1 | -9 | 8 | -0.7 | 7 | -2 | 8 | 1
CCC(CC)C(=O)c1c[nH]c(C(=O)NCCCn2ccnc2)c1 | 0 | 1 | 6 | 4 | 11 | -0.9 | -4 | 1 | -4 | -5
CN(C)c1nc(Nc2ccc(Cl)c(Cl)c2)nc(N(C)C)n1 | -22 | -8 | -6 | 0 | 0 | -0.1 | 7 | -8 | 13 | -9
COc1ccc(C2=C(C)C(N3CCN(C(=O)c4ccco4)CC3)=NS2(=O)=O)cc1 | 0 | 2 | 2 | -2 | -5 | 0.2 | 6 | 0 | -3 | 1
Cc1cccc(Nc2nc(-c3ccccc3)c(C(=O)Nc3cccnc3)s2)c1 | -25 | -3 | 1 | 2 | 6 | -0.5 | 10 | -2 | -2 | 22
CC1(CCC(=O)N2CCCC(N3CCN(c4cccc(C(F)(F)F)c4)CC3)C2)CC1 (configuration not stated) | 1 | -1 | 3 | -3 | 2 | -1.2 | -11 | -6 | 2 | 5
COC(=O)c1ccc(NC(=O)C(=O)N2CCN(C(=S)Nc3ccc(OC)cc3)CC2)cc1 | -3 | 1 | 2 | 0 | -2 | -2.1 | 2 | 5 | 5 | 6
COc1ccc(NC(=O)COC(=O)c2ccc(S(=O)(=O)N(C)c3ccccc3OC)cc2)cc1OC | -4 | 1 | -3 | -2 | 0 | -1.6 | 2 | 4 | -3 | -3
O=C(Nc1cccc2ncccc12)c1ccc(-c2ccc(Cl)cc2Cl)o1 | -30 | -1 | -4 | -5 | 12 | 0.2 | 4 | -3 | 0 | 1
CCOC(=O)N1CCC(N(C(=O)Nc2ccc(Cl)c(Cl)c2)C(C)CC)CC1 (configuration not stated) | -10 | 5 | -4 | -3 | -6 | 1.2 | -3 | -6 | -3 | 5
Brc1ccc(-c2ncc(-c3ccccc3)cn2)cc1 | -4 | 2 | -1 | 3 | 2 | 2.3 | 0 | -9 | 6 | 9
CCOC(=O)CC1COCCN1Cc1cn[nH]c1-c1cc(OC)c(OC)c(OC)c1 (configuration not stated) | 5 | 2 | -3 | 3 | -8 | -0.5 | -6 | -1 | 1 | 1
CCN(CC)S(=O)(=O)c1ccc2[nH]c(=O)cc(C(=O)Nc3ccccc3N3CCOCC3)c2c1 | -6 | -1 | 1 | 1 | 0 | 0.7 | 2 | 2 | 4 | -12
C#Cc1ccc([C@H]2C=C(C(=O)N3CCN(Cc4ccccc4)CC3)O[C@@H](OCC)[C@@H]2CCCO)cc1 | -8 | -2 | 0 | 1 | 4 | -0.8 | -4 | -9 | -6 | 7
